Compound activity (PubChem BioAssay)
UHRF1 MBD2 ctr: blocks human UHRF1 binding to methylated DNA; UHRF1 binding to methylated oligo, TR-FRET; Q96T88; inhibition, % at 4.4 µM; AID 687016; actives 0.75% (n = 370,000); in the data active = inhibition above about 21%;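 note: UHRF1 SRA domain binding a hemimethylated CpG hairpin DNA probe; 0% = median of test compound wells and 100% = reference inhibitor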
Target sequence (Q96T88 whole entry, looked up, the tested form may be a part): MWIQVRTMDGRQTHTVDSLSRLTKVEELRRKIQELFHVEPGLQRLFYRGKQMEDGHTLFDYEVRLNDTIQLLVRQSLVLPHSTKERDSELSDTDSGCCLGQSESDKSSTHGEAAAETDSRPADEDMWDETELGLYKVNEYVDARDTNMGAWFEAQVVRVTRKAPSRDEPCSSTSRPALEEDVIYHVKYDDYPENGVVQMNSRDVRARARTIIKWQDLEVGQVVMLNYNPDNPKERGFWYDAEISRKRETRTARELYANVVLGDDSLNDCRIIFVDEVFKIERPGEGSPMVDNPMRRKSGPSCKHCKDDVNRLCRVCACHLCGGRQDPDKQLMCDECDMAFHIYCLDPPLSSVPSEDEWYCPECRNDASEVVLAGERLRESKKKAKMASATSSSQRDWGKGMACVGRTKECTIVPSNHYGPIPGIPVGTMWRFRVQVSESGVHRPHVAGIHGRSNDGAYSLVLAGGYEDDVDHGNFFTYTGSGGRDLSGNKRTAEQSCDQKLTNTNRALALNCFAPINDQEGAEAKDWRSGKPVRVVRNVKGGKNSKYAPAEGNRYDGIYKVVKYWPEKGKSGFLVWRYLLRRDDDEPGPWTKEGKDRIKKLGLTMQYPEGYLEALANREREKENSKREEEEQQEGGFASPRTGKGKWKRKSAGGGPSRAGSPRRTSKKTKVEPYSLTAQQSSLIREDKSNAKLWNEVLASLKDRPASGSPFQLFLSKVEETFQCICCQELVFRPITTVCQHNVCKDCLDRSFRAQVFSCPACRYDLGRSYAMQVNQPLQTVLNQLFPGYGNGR
PLCg1 inh: blocks human PLC-gamma1 enzyme activity. P19174. purified PLC-gamma1, fluorogenic substrate, fluorescence. inhibition, % at 12.2 µM. actives 0.84% (n = 370,000). AID 720700; in the data active = inhibition above about 9.5%
PLCb3 inh: PLC-beta3 (human) inhibition, primary screen; Purified PLC-beta3, fluorogenic substrate, fluorescence; inhibition, % at 12.2 µM; actives 0.18% (n = 370,000); in the data active = inhibition above about 11%;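 note: 0% = median of compound wells on plate and 100% = full blocker control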
DDE Tn6 FP inh: DD(E)-Tn6 binding inhibition, primary FP screen; Fibrin DD(E) TRITC-Tn6 fluorescence polarization displacement; inhibition, % at 8.3 µM; actives 0.21% (n = 370,000); AID 720509;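 active = inhibition above a per-campaign cutoff: mean of compounds within control limits plus 3 SD, cut at about 15% in these data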;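 note: 0% = median of all compound wells on the plate and 100% = blocking peptide control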
Rev-erbA mod: modulates human Rev-erb alpha binding to DNA. P20393. Rev-erbα–FITC-DNA binding, fluorescence polarization, 90 min. activity, % at 10 µM. actives 0.79% (n = 370,000);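 active = activity above about 14%, limit read from the data; passing the limit was not always enough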;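 note: 0% = DMSO wells with 35 nM protein and 100% = DMSO wells with 750 nM protein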
Tn7 DDE FP: DD(E)-Tn7 binding inhibition, primary FP screen; FP displacement of FITC-Tn7 peptide from fibrin DD(E); 0% = median of compound wells per plate; inhibition, % at 8.3 µM; actives 0.13% (n = 370,000); AID 720508;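 active = inhibition above the mean of compounds falling within the control limits plus 3 SD of them, cut at about 14% in these data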;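 note: 0% = plate median of compound wells and 100% = 10 µM Aha-Tn7 peptide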
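Also added: labelled Tn7 tracer, 0.1 µM; Assay system: human fibrin DD(E) protein; Amount: 2 µM fibrin DD(E); Schedule: 10 min compound pre-incubation, 3 h probe incubation at room temperature; Repeats: one replicate per compound; Read-out basis: percent inhibition; Measured by: fluorescence polarization of the labelled Tn7 tracer.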
proKLK7 act: proKLK7 (human) activation, primary screen. P49862. purified proKLK7, EDANS-DABCYL substrate fluorescence; 100% is mature enzyme control, 0% vehicle. activation, % at 7 µM. actives 0.9% (n = 370,000). AID 652039;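 active = activation above the mean of all tested compounds plus 3 SD, computed per campaign excluding outliers beyond control limits, cut at about 13% in these data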
Target sequence (P49862 whole entry, looked up): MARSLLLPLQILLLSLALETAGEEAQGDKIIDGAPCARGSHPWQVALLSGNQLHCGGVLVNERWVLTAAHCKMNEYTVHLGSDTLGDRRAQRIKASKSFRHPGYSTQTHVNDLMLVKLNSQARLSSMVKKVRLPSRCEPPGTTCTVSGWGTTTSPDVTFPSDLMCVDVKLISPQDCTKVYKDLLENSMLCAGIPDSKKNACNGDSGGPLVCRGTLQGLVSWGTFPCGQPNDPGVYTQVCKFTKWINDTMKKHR
HGIII-sPLA2 inh: Inhibits HGIII-sPLA2 liposome hydrolysis, primary screen | Q9NZ20 | QFRET BODIPY PC-A2 liposome hydrolysis, fluorescence | inhibition, % at 12.2 µM | actives 0.56% (n = 370,000);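 active = inhibition above mean plus 3 SD of compounds lying within the high and low control bounds, cut at about 19% in these data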;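 note: 0% = median of test compound wells and 100% = no enzyme DMSO wells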
ARFGAP1 inh: inhibits rat ARF GTPase activating protein 1. Q62848. Arfgap1-stimulated ARF1 GTP hydrolysis, GDP FP detection. inhibition, % at 16.5 µM. actives 0.26% (n = 360,000). AID 651572;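 active = inhibition above a per-plate limit, mean inhibition of low control wells plus 3 SD, cut at about 25% in these data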;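 note: 0% = DMSO wells with enzyme and 100% = wells lacking Arfgap1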
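Assay system: purified rat His6-Arfgap1 residues 1-136 (GAP domain); Reagent: human Δ17 ARF1 bound to GTP; Dosing: 16.5 µM single point, 1.26% DMSO; Times: GTP hydrolysis reaction 2 h at 25 °C; Signal: FP, GDP Alexa 633 tracer displaced from anti-GDP antibody, 620/688 nm; Measure: % inhibition from polarization.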
ASAP1 inh: ASAP1 ArfGAP inhibition | actives 0.19% (n = 360,000) | ASAP1-stimulated ARF1 GTP hydrolysis, GDP FP detection | AID 624377 | inhibition, % at 16.5 µM | Q9ULH1; in the data active = inhibition above about 25%;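 note: 0% = vehicle with enzyme and substrate and 100% = no enzyme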
Numbers without * were called inactive; i = inactive; & = joins results of further samples.

SMILES	UHRF1 MBD2 ctr	PLCg1 inh	PLCb3 inh	DDE Tn6 FP inh	Rev-erbA mod	Tn7 DDE FP	proKLK7 act	HGIII-sPLA2 inh	ARFGAP1 inh	ASAP1 inh
COc1ccc(CN2CCNCC2)c(OC)c1OC	-1&-4	-1&-1	-1&5	2&2	3&4	7&0	0.8&0.0	6&1	11&1	-5&2
COc1ccc(C2C3C=CC(C3)C2C(=O)O)cc1 (stereo not drawn)	-1	1	2	3	7	6	0.1	-4	2	-18
C=CCn1c(O)c(/C=C2\C=Nc3ccccc32)c(=O)[nH]c1=O	-4	-4	-11	8	-8	0	-0.1	-2	2	-8
NS(=O)(=O)c1ccc(-c2ccc(C=C3C(=O)NC(=S)NC3=O)o2)cc1	-5	-32	-45	4	1	7	1.1	-6	-8	13
CC1CC=CCC12C(=O)NC(=S)NC2=O (stereo not drawn)	1	8	4	0	5	1	-0.5	4	0	4
COc1ccc(-n2c(O)c(/C(C)=N/Nc3ccccc3)c(=O)[nH]c2=O)cc1	0	1	-6	-3	-7	-4	0.9	-9	-6	3
O=c1[nH]c2ccccc2n1C1CCN(C(CCc2ccccc2)c2nnnn2C2CCCC2)CC1 (stereo not drawn)	0	2	1	9	1	3	0.5	6	2	-7
Cc1cccc(N2CCN(CCc3ccccc3)CC2)c1C	-2	0	2	0	3	-3	0.4	-4	-3	10
COc1cc(C2SCC(=O)Nc3c2c(C)nn3-c2ccccc2)cc(OC)c1OC (stereo not drawn)	-2	-1	-2	2	-4	6	0.2	-3	-1	-7
O=C(NC(=C(Cl)Cl)P(=O)(c1ccccc1)c1ccccc1)c1ccccc1	2	3	2	-8	-5	0	0.0	-1	-14	0
NP(=O)(OCC(F)(F)F)Oc1ccccc1 (stereo not drawn)	1	-2	2	0	1	3	-0.5	0	-9	-12
CN1CCC(N(C)c2nc(-c3ccccc3)nc3ccccc23)CC1	5	-13	-21	-5	0	2	-0.1	-21	0	3
O=C(N/N=C\C1C(=O)NC(=S)N(c2ccccc2)C1=O)c1ccc(O)cc1 (stereo not drawn)	-2	-5	-11	2	-4	2	0.3	-3	-2	-12
O=C1NC(=O)C(Cc2ccccc2)C(=O)N1	0	0	3	-5	-8	-1	0.0	13	-5	-5
Cc1ccc(NC(=O)N2CC2)cc1NC(=O)N1CC1	0	-7	-18	5	-3	-6	1.4	3	0	7
Cc1ccccc1CN1CCN(C(=O)Cc2ccccc2)CC1	-3	4	1	3	3	8	-0.2	1	4	10
CC(C)C1C(C#N)=C(N)Oc2c1c(=O)oc1ccccc21 (stereo not drawn)	3	-4	-4	6	3	-4	0.1	11	1	8
CC(C)(C)c1ccc(CSc2cnn(C(C)(C)C)c(=O)c2Cl)cc1	0	2	6	10	3	6	-0.2	0	-2	6
c1ccc(C(c2ccccc2)c2cccnc2)cc1	-1	-1	-1	6	1	3	0.4	-4	9	-4
COc1cccc(N2C(=O)NC(=O)/C(=C/c3ccc4c(c3)Cc3ccccc3-4)C2=O)c1	-8	-13	-24	1	-1	-4	-6.0	-8	-2	-16
CCN1CCN(S(=O)(=O)c2ccc(Cl)nc2)CC1	-1	0	5	0	6	-2	0.0	0	1	1
O=C(CCn1c(=O)oc2ccccc21)N1CCC2(CC1)OCCO2	3	3	4	-7	1	4	0.1	7	-5	3
O=C(C(=O)N1CCOCC1)c1cn(Cc2ccc(F)cc2)c2ccccc12	2	3	-5	-5	-4	2	0.0	3	4	-13
O=S(=O)(c1ccc(Cl)cc1Cl)N1CCCC1c1cccnc1 (stereo not drawn)	-1	3	-6	-2	-1	-5	0.2	5	9	7
O=C(CCN1CC1)OCCOC(=O)CCN1CC1	2	0	-4	2	0	3	-0.3	3	-6	5
NS(=O)(=O)c1ccc(N2CCNCC2)cc1	-2	-2	-2	-4	2	1	0.0	5	-3	1
C[C@]12CC[C@@H](O)CC1=CCC1C2CC[C@@]2(C)C1CC[C@@H]2O (stereo partly drawn)	-2	-1	1	6	5	8	-0.8	5	0	-6
CCn1ccnc1CN1CCCC(C(=O)c2ccc(SC)cc2)C1 (stereo not drawn)	-1	-2	0	-1	2	4	0.0	1	8	7
COP(=O)(OC)C(Nc1ccccn1)c1ccccc1 (stereo not drawn)	7	0	-2	8	2	9	0.0	19	-14	6
Cc1csc(=N)n1Cc1ccccc1	-3	3	1	-3	0	2	-0.5	-2	-2	-7
CCN1C(=O)CC(c2cccnc2)=Nc2ccccc21	2	-3	-1	-3	1	0	-0.5	3	-6	-5
CCOC(=O)C1(CCOc2ccccc2)CCN(Cc2cccc(O)c2)CC1	1	3	-4	-1	1	0	0.2	-20	14	4
Cn1c(O)c(C=NCCN2CCNCC2)c(=O)n(C)c1=O	4	2	3	6	-5	-1	-2.6	11	3	-1
CCCCCn1c(=O)c(C(=O)NCCc2ccccc2)c(O)c2ccccc21	-1	0	-1	-7	2	0	-0.4	0	7	-3
Cn1c2ccccc2c2c(C(=O)N3CCC4(CC3)OCCO4)cn(C3CCCCC3)c(=O)c21	0	-15	-12	2	-5	-6	-0.1	-1	-1	-7
N#CC(C#N)=Cc1ccc(-c2ccccc2F)o1	3	-6	-12	5	-7	0	-0.3	1	1	-19
CN(C(=O)Oc1ccc(C(C)(C)C)cc1)c1ccccc1	2	1	1	3	3	4	-0.4	-4	1	-8
Cc1nn(-c2ccccc2)c(Cl)c1C1C(C#N)=C(N)Oc2c1c(=O)oc1ccccc21 (stereo not drawn)	-1	-7	-2	-2	0	0	1.6	-2	5	6
O=C(CNC(=O)c1ccc(Cl)cc1)Nc1ccc(Br)cc1C(=O)c1ccccc1	-4	-3	2	-4	1	-1	0.8	-2	5	6
O=C1CC=C2C3CC4N(CCC45c4cc(O)c(O)cc4N1C25)CC3=CCBr (stereo not drawn)	31*	-5	-4	-9	-18	-3	1.2	-14	-4	14
COC(=O)C1=C(c2cc3ccccc3s2)C[C@@H]2CC[C@H]1N2C(=O)NCCNC(C)=O	0	0	2	-6	4	-5	1.0	-1	2	10
CC(C)N1CCC2(CC1)NC(CO)(CO)CO2	1	0	-3	-6	1	-3	0.0	0	6	3
C[N+]1(C)C2CCC1CC(OC(=O)c1ccccc1)C2 (stereo not drawn)	0	1	3	8	-4	6	-0.1	3	2	-3
Cc1cnc[nH]1	-2	2	-1	3	-2	-4	-0.3	0	8	12
C=CCNC(=O)c1c(N)n(Cc2ccco2)c2nc3ccccc3nc12	-10	i	i	6	-10	-5	5.2	-4	-8	-3
O=c1c2ccccc2nc(CNCc2ccco2)n1-c1ccc(F)cc1	1	-4	-7	-3	2	-1	-0.2	2	-5	-13
CC(=NCCCn1ccnc1)c1c(O)n(C)c(=O)n(C)c1=O	0	2	2	3	-3	-2	-0.3	-1	-4	-3
C=C(c1ccccc1)P(=O)(O)O	-3	2	-131	8	6	0	0.0	-2	-1	0

Exported in CSV form: part of the list above.
molecule,UHRF1 MBD2 ctr,PLCg1 inh,PLCb3 inh,DDE Tn6 FP inh,Rev-erbA mod,Tn7 DDE FP,proKLK7 act,HGIII-sPLA2 inh,ARFGAP1 inh,ASAP1 inh
O=C1CC=C2C3CC4N(CCC45c4cc(O)c(O)cc4N1C25)CC3=CCBr (stereo not drawn),31*,-5,-4,-9,-18,-3,1.2,-14,-4,14
C=CCNC(=O)c1c(N)n(Cc2ccco2)c2nc3ccccc3nc12,-10,i,i,6,-10,-5,5.2,-4,-8,-3
COC(=O)C1=C(c2cc3ccccc3s2)C[C@@H]2CC[C@H]1N2C(=O)NCCNC(C)=O,0,0,2,-6,4,-5,1.0,-1,2,10
C[N+]1(C)C2CCC1CC(OC(=O)c1ccccc1)C2 (stereo not drawn),0,1,3,8,-4,6,-0.1,3,2,-3
Cc1cnc[nH]1,-2,2,-1,3,-2,-4,-0.3,0,8,12

Compound profiles (already shown). Screens in order: UHRF1 MBD2 ctr, PLCg1 inh, PLCb3 inh, DDE Tn6 FP inh, Rev-erbA mod, Tn7 DDE FP, proKLK7 act, HGIII-sPLA2 inh, ARFGAP1 inh, ASAP1 inh
Profile of `O=c1c2ccccc2nc(CNCc2ccco2)n1-c1ccc(F)cc1` = 1, -4, -7, -3, 2, -1, -0.2, 2, -5, -13
Profile of `O=C1CC=C2C3CC4N(CCC45c4cc(O)c(O)cc4N1C25)CC3=CCBr` (stereo not drawn) = 31*, -5, -4, -9, -18, -3, 1.2, -14, -4, 14

(continued)
SMILES	UHRF1 MBD2 ctr	PLCg1 inh	PLCb3 inh	DDE Tn6 FP inh	Rev-erbA mod	Tn7 DDE FP	proKLK7 act	HGIII-sPLA2 inh	ARFGAP1 inh	ASAP1 inh
C[N+]1([O-])[C@@H]2CC(OC(=O)[C@H](CO)c3ccccc3)C[C@H]1[C@@H]1O[C@@H]12 (stereo partly drawn)	1	0	-2	-4	-6	-3	0.3	18	4	9
CCOP(=O)(OCC)c1ccc(O)cc1	4	3	-1	-8	1	3	0.3	10	16	4
c1ccc(C[n+]2ccccc2)cc1	5	-3	1	3	6	1	-0.1	-1	-5	-7
CC(=O)c1ccc(OC(=O)N(C)c2ccccc2)cc1	1	3	-2	-5	-5	-1	0.0	1	10	-3
CC(=O)Nc1ccccc1OC(=O)N(C)C	1	-1	2	1	3	9	0.0	3	12	-8
Oc1cc(Cl)c(Cl)cc1Cl	-1	-2	4	4	-7	0	0.1	0	-10	-7
CC(Cc1ccccc1)N1C(=O)c2ccccc2C1=O (stereo not drawn)	-3	0	-2	3	2	-4	0.6	-1	7	7
Cc1c(N=Cc2c(O)n(C)c(=O)[nH]c2=O)c(=O)n(-c2ccccc2)n1C	-2	2	-6	-4	-5	0	0.3	6	6	-9
CC(C)C(=O)c1cn(Cc2ccccc2C#N)c2ccccc12	-4	0	0	-3	6	5	-0.1	-1	-7	-2
Cc1nc2ccccc2c(=O)n1-c1ccc(-c2ccccc2)cc1	2	1	0	-5	2	1	0.0	3	21	-1
CCn1c(P(C)(=O)O)nc2ccccc21	3	4	-4	1	0	3	0.2	8	-3	9
CN(C)CC#CCC(O)(c1ccccc1)C1CCCC1 (stereo not drawn)	14	6	13*	5	8	-5	0.2	-23	-16	-8
N#Cc1ccccc1Cn1cc(C(=O)c2ccccc2F)c2ccccc21	18	-10	-15	-1	1	-1	0.3	-16	11	-4
CCN[C@@H](C)Cc1cccc(C(F)(F)F)c1	-3	0	-1	0	0	0	0.0	3	8	0
OC(c1ccccc1)(c1ccc(Cl)cc1)C1CN2CCC1CC2 (stereo not drawn)	0	4	-7	-3	-1	3	-0.2	-1	-4	12
CCN1CCN(c2cc(=O)n3ccccc3n2)CC1	3	-7	-21	-2	-5	-4	1.8	3	1	-3
O[C@@H]1CCCC[C@H]1N1CCC(c2ccccc2)CC1	-1	0	-2	-6	-7	-1	0.1	7	10	-7
CC(C)=CCc1c(O)cc2c(c1O)C(=O)CC(c1ccc(O)cc1)O2 (stereo not drawn)	0	2	3	-8	2	-5	-0.7	-29	22	14
Cn1c(=O)cc(OCCCC(=O)N2CCC3(CC2)OCCO3)c2ccccc21	0	2	0	3	0	4	-0.4	2	4	-5

These rows are one share of the data; the hit share may differ from the screen's.
